# Bioassay records from PubChem BioAssay.
# APEX1 inh: APE1 (human) endonuclease inhibition | P27695 | recombinant APE1, TAMRA/BHQ-2 abasic DNA cleavage fluorescence | Potency, µM (titrated, usually from 65.8 µM), for the others: at the highest dose activity change, negative = inhibition, usual class: inhibitors | 0.35% of 350,000 active | AID 2517;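 also: potency is read from the fitted curve at half-maximal effect; plate controls were vehicle for no effect and reference inhibitor for full effect; nearly all actives have a fitted effect of over 55% in size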
#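 Endonuclease cleavage of a quenched abasic-site DNA duplex (50 nM) by APE1 (0.75 nM) was tracked by TAMRA dequenching. Compounds were preincubated with enzyme 15 min at room temperature; data normalized to buffer-only and DMSO wells plus NSC13755 control.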
# ERG-DNA inh: blocks human ERG Ets domain binding to DNA; P11308; fluorescence polarization, His-ERG Ets domain / labelled DNA; Potency, µM (top dose mostly 76.9 µM), for the others: at the highest dose FP activity, negative = inhibition, usual class: inhibitors; 0.028% of 370,000 active; AID 624246; active = well fitted inhibition curve with a large enough effect in the polarisation, with a control signal flat; inconclusive = small, poorly fitted or top-dose-only effect, or effect the other way, or a change in a side signal; inactive = no such curve, though single readings can be large or run the other way; the % refers to the polarisation;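 also: polarization taken with two DNA probes labelled with fluorescein and Texas red; potency is read from the fitted curve at half-maximal effect; % of control where 0% means no effect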
# Target sequence (P11308 whole entry, looked up, the tested form may be a part): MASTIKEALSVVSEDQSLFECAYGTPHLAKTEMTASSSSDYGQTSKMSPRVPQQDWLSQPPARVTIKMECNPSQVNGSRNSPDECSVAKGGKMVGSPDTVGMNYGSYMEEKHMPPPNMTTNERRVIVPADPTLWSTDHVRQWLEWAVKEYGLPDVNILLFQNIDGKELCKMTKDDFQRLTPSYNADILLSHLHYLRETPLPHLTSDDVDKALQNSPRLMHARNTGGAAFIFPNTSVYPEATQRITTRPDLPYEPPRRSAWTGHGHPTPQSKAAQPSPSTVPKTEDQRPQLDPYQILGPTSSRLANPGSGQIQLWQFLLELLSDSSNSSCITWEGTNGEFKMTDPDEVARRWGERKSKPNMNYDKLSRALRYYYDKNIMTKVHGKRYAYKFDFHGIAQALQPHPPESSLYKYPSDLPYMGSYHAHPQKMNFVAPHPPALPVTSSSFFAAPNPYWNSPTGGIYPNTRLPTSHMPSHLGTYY
#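 His-tagged ERG Ets domain (1 uM in the protein solution; 300mM KCl, 50mM Tris-HCl, 1mM EDTA, 1mM DTT, pH 7.5) received compound, then a probe mix of 5 nM fluorescein-DNA and 100nM Texas-615-DNA. Fluorescence polarization was read for both dyes.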
# Anesthetic bind: candidate novel general anesthetic via apoferritin binding; P02791; apoferritin/1-aminoanthracene competitive binding, fluorescence; Potency, µM (top dose mostly 77.5 µM), inactives show at the highest dose activity change, negative = displacement, most hits filed as inhibitors; 0.074% of 350,000 active; AID 485281; also: potency is read from the fitted curve at half-maximal effect; % is scaled to controls: 0 for no effect and ±100 for the full control effect; nearly all actives have a fitted effect of over 20% in size
# Target sequence (P02791 2-175 limits assumed): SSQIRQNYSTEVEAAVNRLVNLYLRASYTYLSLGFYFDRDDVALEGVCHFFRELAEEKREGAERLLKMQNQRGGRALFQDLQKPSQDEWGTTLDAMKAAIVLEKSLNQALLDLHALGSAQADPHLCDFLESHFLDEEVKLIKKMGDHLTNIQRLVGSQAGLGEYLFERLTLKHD
#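 Apoferritin-based anesthetic binding model; compound displacement of fluorescent 1-AMA measured as endpoint fluorescence after 10 minutes at room temperature, scaled to free-ligand and complex controls.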
# Pol kappa inh: inhibitors of human DNA polymerase kappa; purified Pol kappa, fluorescent DNA synthesis assay, 10 min; Potency, µM (top dose mostly 107 µM), for inactives: top-dose activity, negative = inhibition, usual class: inhibitors; 0.53% of 400,000 active; also: potency is read from the fitted curve at half-maximal effect; % is scaled to controls: 0 for no effect and ±100 for the full control effect
#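 Inhibition of 10 nM Pol kappa is measured by a fluorescent read-out at 0 and 10 min following addition of 50 nM substrate (final), with a 15-min room-temperature compound preincubation.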
# POLH inh: inhibitors of human DNA polymerase eta | 1.2% of 390,000 active | Potency, µM (series often up to 114 µM), for the others: at the top dose activity change, negative = inhibition, actives largely listed as inhibitors | recombinant Pol eta, fluorescent DNA replication assay | Q9Y253; also: potency is read from the fitted curve at half-maximal effect; % is scaled to controls: 0 for no effect and ±100 for the full control effect
#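 Pol eta (10 nM) was preincubated with compounds for 15 min at room temperature, after which fluorescent replication substrate (50 nM final) was added to start the reaction. Fluorescence was read kinetically at 0 and 10 min.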
# ALOX12 inh: inhibitors of human 12S-lipoxygenase ALOX12. Potency, µM (titrated, usually from 108 µM), for inactives: top-dose activity change, negative = inhibition, actives largely listed as inhibitors. purified 12hLO, xylenol orange hydroperoxide absorbance. AID 1671190. 1.1% of 580,000 active; also: potency is read from the fitted curve at half-maximal effect; % is scaled to controls: 0 for no effect and ±100 for the full control effect
#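 Hydroperoxide product was detected by ferrous iron/xylenol orange as the 573 to 405 nm absorbance ratio. Arachidonic acid at 40 uM (final) was turned over for 30 min at room temperature by 150 nM human 12hLO, pH 7.0 Hepes buffer, after 15 min compound preincubation.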
# POLB inh: inhibitors of human DNA polymerase beta; 1.3% of 340,000 active; AID 485314; Potency, µM (top dose mostly 114 µM), for inactives: at the highest dose activity change, negative = inhibition, actives largely listed as inhibitors; P06746; Pol beta primer extension/strand displacement, fluorescence kinetic; also: potency is read from the fitted curve at half-maximal effect; % is scaled to controls: 0 for no effect and ±100 for the full control effect
#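 10 nM enzyme + cpd, 15 min RT; start with substrate 50 nM final; read 0 min and after 10 min RT. Corrected, normalized data; 4-parameter Hill curve fit.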
# RGS4 inh: inhibitors of human regulator of G protein signaling 4; P49798; Transcreener GDP fluorescence polarization, RGS4-accelerated GTP hydrolysis; Potency, µM (top dose mostly 114 µM), for inactives: at the top dose activity change, negative = inhibition, hits mostly inhibitors; 0.039% of 390,000 active; AID 504845; also: potency is read from the fitted curve at half-maximal effect; % is scaled to controls: 0 for no effect and ±100 for the full control effect; nearly all actives have a fitted effect of over 75% in size; some results filed as inactive show a strong effect at the top dose
# Target sequence (P49798 whole entry, looked up): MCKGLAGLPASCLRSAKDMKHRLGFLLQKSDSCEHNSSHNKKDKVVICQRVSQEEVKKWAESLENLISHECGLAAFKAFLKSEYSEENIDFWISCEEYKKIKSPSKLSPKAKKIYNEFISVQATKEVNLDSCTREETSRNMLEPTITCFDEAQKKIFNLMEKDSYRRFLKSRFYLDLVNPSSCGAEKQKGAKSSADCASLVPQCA
#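 MLSMR compounds (23 nl, pin-transferred) preincubated 10 min at room temperature with a 500nM (2x) first reagent, then RGS4 at 900nM (2x) plus Transcreener GDP mix added; fluorescence polarization (620/688 nm) read before and after 90 min at 30 °C.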
# LDHA block: inhibitors of human lactate dehydrogenase A; purified LDHA, NADH/diaphorase-resazurin fluorescence; stronger effect = lower value; activity change, % (values are at about 110 or 230 µM); 0.15% of 480,000 active; AID 1347041; in the data active = activity change below about -30%; inconclusive = mostly about -25% to -30%;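 also: plate controls were DMSO wells for no effect and wells without enzyme for full effect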
#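 Remaining NADH was detected by diaphorase (0.133 mg/mL) converting 37 µM resazurin to fluorescent resorufin, read at 0 and 20 minutes. The preceding 5-minute room-temperature reaction used 2 nM LDHA, 0.2 mM sodium pyruvate and 0.06 mM NADH at pH 7.4.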
# * marks the source's active call; other numbers are inactive results; i = inactive; ? = inconclusive; / = no result given; & = joins results of further samples; [ ] = dose if it differs, or a comment. Unless noted, calls follow the shape of the dose curve; as a rule, active = well fitted curve in the direction sought with a large enough effect; inconclusive = small, poorly fitted or top-dose-only effect, or another doubt; inactive = no such curve, though single readings can be large; an effect the other way counts as inactive or inconclusive. Only part of the results is shown; rates above refer to the full screens.
SMILES,APEX1 inh,ERG-DNA inh,Anesthetic bind,Pol kappa inh,POLH inh,ALOX12 inh,POLB inh,RGS4 inh,LDHA block
COc1cc(CNc2nnnn2C)ccc1OCc1c(F)cccc1Cl,10%,3%,-10%,-13%,-9%,-18%,18%,24%,-12
CCOC(=O)c1ccc(NC(=O)CCn2nnc3ccccc32)cc1,-3%,-5%,-3%,0%,8%,40%[activator],7%,-43%,-4
CCSc1cc(C)nc2c(-c3ccccc3)cnn12,-2%,-1%,-6%,-21%,-18%,114%[activator],-17%,17%,-2
CC(=O)Nc1ccc(NC2=CC(=O)CC(C)(C)C2)cc1,14%,-5%,-1%,-7%,0%,0%,3%,7%,-4
CCN(C(=O)CSc1nc2ccccc2c(=O)n1-c1ccccc1F)C1CCS(=O)(=O)C1 (centres undefined),24%,-1%,/,-26%,-3%,5%,/,-46%,-2
CCCC(C(=O)NCC1CCCO1)N(Cc1ccco1)C(=O)CNS(=O)(=O)c1ccccc1 (centres undefined),-2%,4%,-17%,-22%,-5%,0%,48%,4%,-5
CCOC(=O)c1ccccc1NC(=O)N(C)CCc1c(C)nn(CC)c1C,/,0%,44%[activator],-9%[60.1 µM],-21%,-26%,15%,2%,-5
CCOC(=O)c1cc(CC)sc1/N=C/C1C(=O)CC(C)(C)CC1=O,3%,-7%,2%,-22%,-8%,2%,?,-14%,1
Cc1ccccc1C1c2[nH]c3ccccc3c2C[C@H]2C(=O)N(C3CCN(Cc4ccccc4)CC3)CC(=O)N12 (some centres undefined),33%,/,5%,/,/,-6%,0%,/,/
Cc1cc(C)nc(N2CCCC(C(=O)NCc3ccccc3F)C2)n1 (centres undefined),0%,-3%,-3%,-14%,?,?,1%,-14%,-9
COc1ccc(Cl)cc1C(=O)NCC(c1ccco1)N(C)C (centres undefined),17%,-2%,-13%,0%,-1%,-15%,15%,-6%,-3
O=C(NCc1ccco1)c1cc2c(s1)CSC2,?,-1%,-18%,11µM*,20µM*,/,14µM*,?,-2
Cc1c(Cl)cccc1NC(=O)CCC(=O)NNC(=O)c1ccccc1Cl,-4%,0%,?,7%,-8%,24%,0%,-16%,-9
Cc1cnc(C(=O)OCC(=O)NC(C)c2ccccc2)cn1 (centres undefined),8%,0%,/,5%,-10%,?,/,-13%,0
O=C(NN=Cc1ccccc1)c1ccccc1,/,0%,/,-3%,-5%,1%,/,4%,-5
Cc1cccc(N2C(=O)C3C4C=CC(CC4)C3C2=O)c1 (centres undefined),15%,-1%,?,-1%,-3%,-4%,9%,1%,-1
O=S(=O)(NCC1CCCO1)c1cccc2nsnc12 (centres undefined),3%,0%,-9%,1%,-15%,-8%,33%,-5%,1
CC(=O)N1CCN(S(=O)(=O)c2cccc(C(=O)Nc3nccs3)c2)CC1,-2%,12%,-7%,-4%,-1%,-14%,1%,0%,-3
Cc1ccc2c(=O)cc(C(F)F)oc2c1,21%,-8%,?,-3%,-12%,0%,10%,-21%,6
Cc1cc(NC(c2nnc(-c3ccccc3)o2)c2ccccc2F)ccc1Br (centres undefined),/,3%,-1%,4%,-21%,2%,-3%,-9%,1

# Reformatted: results already given.
Compound	APEX1 inh	ERG-DNA inh	Anesthetic bind	Pol kappa inh	POLH inh	ALOX12 inh	POLB inh	RGS4 inh	LDHA block
CC(=O)N1CCN(S(=O)(=O)c2cccc(C(=O)Nc3nccs3)c2)CC1	-2%	12%	-7%	-4%	-1%	-14%	1%	0%	-3
Cc1ccc2c(=O)cc(C(F)F)oc2c1	21%	-8%	?	-3%	-12%	0%	10%	-21%	6
Cc1cc(NC(c2nnc(-c3ccccc3)o2)c2ccccc2F)ccc1Br (centres undefined)	/	3%	-1%	4%	-21%	2%	-3%	-9%	1

# The results go on.
SMILES,APEX1 inh,ERG-DNA inh,Anesthetic bind,Pol kappa inh,POLH inh,ALOX12 inh,POLB inh,RGS4 inh,LDHA block
Cc1cccc(CSc2ncc(Cl)c(C(=O)Nc3nnc(C)s3)n2)c1,/,-1%,14µM*,-18%,-3%,-5%,-4%,-1%,-1
CCSC1=NCCN1C(=O)Cc1ccc(-c2ccccc2)cc1,8%,-5%,-10%,-2%,-19%,3%,4%,-4%,-9
N#CC1=C(N)NC(SCC(=O)Nc2ccc(Br)cc2)=C(C#N)C12CCCCC2,-6%,4%,?,-3%,-16%,0%,-1%,-21%,-1
CCc1ccc(S(=O)(=O)Nc2cc3c(cc2N2CCCCC2)n(C)c(=O)c(=O)n3C)cc1,29%,-2%,-12%,0%,-18%,?,-8%,2%,6
CCOC(=O)CC1(C)SC(NC(C)=O)=NN1C(C)=O (centres undefined),-5%,-3%,?,-2%,-5%,-19%,23%,18%,-10
CCc1ccccc1NC(=O)COc1cccc(-n2cnnn2)c1,-10%,8%,8%,-15%,-5%,9%,41%,9%,-4
Cc1ccc(CCNS(=O)(=O)c2ccc3c(c2)CCN3C(=O)CCC(=O)O)cc1,/,3%,-2%,-9%,-10%,-21%,3%,-20%,2
CC(=O)c1c(C(C)=O)c(C)n(NC(=O)c2ccccc2Cl)c1C,-3%,1%,-6%,-8%,0%,-31%,7%,1%,-9
Cc1ccc(C(=O)OCC(=O)N2CCC(C)CC2)cc1S(=O)(=O)N1CCCCC1,3%,1%,-24%,1%,-19%,?,7%,11%,0
O=C(COC(=O)CN1C(=O)NC2(CCCC2)C1=O)NCc1ccc(Cl)cc1Cl,40%,5%,/,-16%,1%,-7%,/,21%,-2
COCCn1c(=O)[nH]c2cc(C(=O)N3CCN(c4ccc(Cl)cc4)CC3)ccc2c1=O,0%,11%&-1%,-11%&-6%,-5%&5%,-6%&-16%,-5%&-24%,1%&1%,13%&4%,-5&-9
COc1ccc2cc(CCNC(=O)c3ccc4c(c3)OCO4)c(=O)[nH]c2c1,2%,6%,-6%,3%,-10%,-11%,-15%,6%,-4
Cc1csc(NC(=O)CSc2nnc(Cn3c(=O)sc4ccccc43)n2-c2ccccc2)n1,-14%,2%,-8%,-21%,-11%,379%[activator],7%,-4%,-6
CC(NC(=O)c1ccc(OC2CCN(Cc3ccccn3)CC2)cc1)c1nccs1 (centres undefined),36%,-19%,-6%,1%,-14%,17%,36%,-33%,3
CN(CCc1ccccc1)C(=O)c1cccc(NC(=O)Cc2cccc(NC(=O)C3CCCN(C(=O)c4ccccc4)C3)c2)c1 (centres undefined),/,-7%,/,2%,-20%,?,/,18%,-1
Cc1ccc(C)c2c1cc(C)c1nnc(SCC(=O)Nc3cccc(C(=O)O)c3)n12,13%,1%,10%,-6%,-11%,-18%,25%,-7%,1
COc1cc(OC)c(NC(=O)Cn2cnc3nc4c(cc3c2=O)CCCC4)cc1Cl,/,0%,-11%,-2%[60.1 µM],-7%,5%,?,-10%,2
O=C(CCc1nc2ccccc2c(=O)[nH]1)NNC(=O)c1ccc(F)cc1,19%,-9%,/,-6%,-13%,i,/,-4%,-14
O=C(CCSCCC(=O)NN=Cc1ccccc1)NN=Cc1ccccc1,/,3%,/,-1%,-20%,-23%,/,1%,0
COc1cc(-n2c(=O)c3ccccc3n(CC(=O)c3ccc(F)cc3)c2=O)cc(OC)c1OC,1%,-5%,-9%,0%,?,1%,-10%,-7%,1
COc1ccc(-c2coc3cc(OC4OC(CO)C(O)C(O)C4O)ccc3c2=O)cc1 (centres undefined),35%,-5%,-5%,-3%[60.1 µM],5%,0%,79%,6%,-6
CCN(CC)c1ccc(/C=N/NC(=O)c2ccccn2)cc1,-3%,1%,-3%,1%,-12%,0%,3%,-2%,0
C=CCN(c1cccc(C(F)(F)F)c1)S(=O)(=O)c1cccc(C(=O)OCC(=O)NC(N)=O)c1,1%,3%,?,-17%,-12%,-22%,-10%,14%,-3
O=C(NCc1cc([N+](=O)[O-])ccc1O)c1cccnc1Sc1ccccc1Cl,-9%,17%,-14%,-4%,1%,269%[activator],18%,14%,-3
NS(=O)(=O)c1ccc(CCNS(=O)(=O)c2cccs2)cc1,1%,-7%,-8%,-23%,-11%,30%,-2%,-8%,-2
COCc1c(C(=O)N2CCc3ccccc32)oc2ccccc12,15%,3%,9%,?,-98%,-41%,-11%,10%,-4
CCc1ccccc1NC(=O)c1ccc2c(c1)nnn2C1CCCC1,/,-1%,0%,-9%,0%,-1%,-1%,17%,-4
COC(=O)C1=C(C(=O)OC)C(c2cc([N+](=O)[O-])ccc2O)c2sc(=O)[nH]c2S1 (centres undefined),-5%,-8%,-11%,-6%,-7%,8%,?,-28%,-2
COCCN(CC(=O)NCC1CCCO1)C(=O)CCC(=O)Nc1cc(C)on1 (centres undefined),9%,-1%,-14%,-7%,-5%,0%,22%,18%,-7
O=C(CN1CCN(C(=O)C2COc3ccccc3O2)CC1)Nc1ccccc1 (centres undefined),14%,-4%,-8%,-8%,-13%,229%[activator],8%,14%,-4
CN(C(=O)c1ccc(NC(=O)Cc2ccc(NC(=O)C3CCCN(C(=O)C4CCCCC4)C3)cc2)cc1)C1CC1 (centres undefined),-23%,8%,/,-2%,1%,3%,/,-12%,1
CC(=O)N1CCc2c(sc(NC(=O)CSc3ccccc3)c2-c2nc3ccccc3s2)C1,/,9%,301%[activator],-12%[60.1 µM],?,?,4%,-2%,0
CCOC(=O)C(=CNNc1cccc(Cl)c1)C(=O)OCC,2%,5%,?,-15%,-3%,13µM*,-3%,-46%,8
